From PubChem
CRFR2-BP ag = agonists of human CRF-binding protein/CRF-R2 receptor complex. HEK293 CRF-R2/CRF-BP, calcium dye fluorescence (FLIPR); percent of saturating CRF peptide response. activation, % at 13.2 µM. AID 588473. 0.46% of 350,000 active;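 active means activation of at least 50%, plus an integration ratio under a set limit after plate pattern correction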;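 further: plate controls were neutral control wells without compound for no effect and CRF at EC100 for full effect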
M5 PAM = potentiates acetylcholine response at human M5 receptor; P08912; CHO-K1 hM5, Fluo-8 calcium, ACh EC20 PAM; 0% = ACh EC20, 100% = ACh EC100; activation, % at 3 µM; 0.3% of 360,000 active; AID 624038;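 active means activation above the run cutoff, the mean activation of all test compounds plus 3 SD, cut at about 18% in these data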
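Assay system: CHO-K1 hM5 cells / Incubation: Fluo-8 loading 80 min at 37 °C plus 30 min room temperature / Technique: Fluo-8 calcium dye fluorescence, kinetic read / Repeats: single replicate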
CRFR2-BP antag = blocks CRF-induced signaling of the CRF-BP/CRF-R2 complex. HEK293 CRF-R2/CRF-BP, CRF-induced calcium fluorescence. inhibition, % at 11.8 µM. 0.59% of 350,000 active;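 active means inhibition of the ligand-induced calcium signal above about 50% at the single tested concentration, limit read from the data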
CHRM5 agonist = agonists of human muscarinic M5 receptor (CHRM5); CHO-K1 hM5 cells, Fluo-8 calcium fluorescence; 0% DMSO wells, 100% maximal acetylcholine response; activation, % at 3 µM; 0.19% of 360,000 active; AID 624037;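 active means activation above the run's mean over test compounds plus 3 SD, cut at about 23% in these data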;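 further: signal is peak over basal fluorescence ratio across the kinetic read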
M1 PAM parental = counter-screen for M1 PAMs: effect in parental CHO-K1 cells | activation, % at 3 µM | ATP EC20, Fluo-8 calcium fluorescence; 0% at ATP EC20, 100% at ATP max | AID 602247 | 0.02% of 360,000 active;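 active means activation above the run cutoff, the mean activation of all test compounds plus 3 SD, cut at about 40% in these data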;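 further: peak over basal fluorescence ratio in a 140 s read after ATP addition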
M4 PAM = potentiates acetylcholine response at human M4 receptor; P08173; CHO-K1 hM4/Gqi5, Fluo-8 calcium fluorescence, ACh EC20; 0% = ACh EC20, 100% = maximal ACh; activation, % at 3 µM; 0.4% of 360,000 active;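 active means activation above its plate's cutoff, the mean activation of sample wells plus 3 SD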; further: some results filed as inactive read as strong as hits
Target sequence (P08173 whole entry, looked up): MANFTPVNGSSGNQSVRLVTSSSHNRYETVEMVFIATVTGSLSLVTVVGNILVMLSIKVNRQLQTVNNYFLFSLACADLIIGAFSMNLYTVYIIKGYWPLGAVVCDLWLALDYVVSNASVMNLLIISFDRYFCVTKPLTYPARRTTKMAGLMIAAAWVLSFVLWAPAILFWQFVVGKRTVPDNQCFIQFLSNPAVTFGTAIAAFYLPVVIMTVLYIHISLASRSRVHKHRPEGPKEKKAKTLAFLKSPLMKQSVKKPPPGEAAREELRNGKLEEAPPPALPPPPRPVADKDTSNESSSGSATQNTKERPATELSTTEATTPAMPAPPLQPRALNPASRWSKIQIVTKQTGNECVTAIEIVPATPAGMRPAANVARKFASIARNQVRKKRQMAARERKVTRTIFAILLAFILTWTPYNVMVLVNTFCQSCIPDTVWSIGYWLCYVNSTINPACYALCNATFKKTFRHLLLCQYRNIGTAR
M5 antag = antagonists of human muscarinic M5 receptor (CHRM5). CHO-hM5 cells, Fluo-8 calcium fluorescence, ACh EC80. inhibition, % at 3 µM. 0.59% of 360,000 active. AID 624040;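 active means inhibition above a per-plate cutoff, the mean of that plate's test compounds plus 3 SD, cut at about 27% in these data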;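 further: 0% = acetylcholine EC80 with DMSO and 100% = DMSO without agonist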
TAAR1 antag = human TAAR1 antagonism. Q96RJ0. CHO RD-HGA16 TAAR1, Fluo-8 calcium fluorescence, antagonist. inhibition, % at 3 µM. 1.5% of 360,000 active. AID 624466;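 active means inhibition above a per-plate cutoff, the mean inhibition of test compounds on that plate plus 3 SD, cut at about 49% in these data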;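 further: 0% = DMSO plus EC80 beta-PEA response and 100% = DMSO alone without agonist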
Target sequence (Q96RJ0 whole entry, looked up): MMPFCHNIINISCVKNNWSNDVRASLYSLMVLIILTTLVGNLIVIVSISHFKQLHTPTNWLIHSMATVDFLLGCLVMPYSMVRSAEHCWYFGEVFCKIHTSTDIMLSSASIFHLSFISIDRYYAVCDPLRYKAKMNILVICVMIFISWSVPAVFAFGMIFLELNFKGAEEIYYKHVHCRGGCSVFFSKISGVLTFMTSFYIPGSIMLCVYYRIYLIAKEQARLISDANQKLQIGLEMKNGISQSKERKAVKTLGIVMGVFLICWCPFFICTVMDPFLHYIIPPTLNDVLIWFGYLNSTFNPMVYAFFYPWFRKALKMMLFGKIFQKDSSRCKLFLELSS
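Material: CHO RD-HGA16 cells bearing hTAAR1; compound dosing: one-point dosing, 3 µM nominal final; schedule: dye loading 75 min at 37 °C, then 30 min room temperature; measured by: calcium fluorescence with Fluo-8; control set: vehicle and agonist controls; replication: n of 1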
TAAR1 ag = agonists of human TAAR1; CHO RD-HGA16 TAAR1, Fluo-8 calcium fluorescence; vehicle wells 0%, saturating PEA agonist 100%; activation, % at 3 µM; Q96RJ0; 0.99% of 360,000 active;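 active means activation above the mean activation of all test compounds in the run plus 3 SD, cut at about 38% in these data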
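System: CHO-derived RD-HGA16 cells with stable Gα16 and human TAAR1. Times: 17-24 h plating, Fluo-8 75 min 37 °C, 30 min RT. Measured by: calcium-sensitive Fluo-8 signal, excitation 470-495, emission 515-575 nm. Read-out basis: % activation relative to PEA EC100 response. Control set: DMSO and PEA EC100. Repeats: no replicates (n 1).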
Numbers without * were called inactive; . = no result given; & = joins results of further samples.

The opening two entries, to show the layout:
structure,CRFR2-BP ag,M5 PAM,CRFR2-BP antag,CHRM5 agonist,M1 PAM parental,M4 PAM,M5 antag,TAAR1 antag,TAAR1 ag
O=C(CS(=O)(=O)c1ccccc1)c1cc2ccccc2oc1=O,-0.5,4.8,1.2,-1.2,9.2,2.7,2.8,.,.
CNc1c(NC(=O)c2ccc3c(c2)OCO3)c(=O)oc2ccccc12,0.9,-2.1,-17.5,1.1,10.2,-0.6,-2.5,-5.9,4.9

This part in full (from the top)
structure,CRFR2-BP ag,M5 PAM,CRFR2-BP antag,CHRM5 agonist,M1 PAM parental,M4 PAM,M5 antag,TAAR1 antag,TAAR1 ag
O=C(CS(=O)(=O)c1ccccc1)c1cc2ccccc2oc1=O,-0.5,4.8,1.2,-1.2,9.2,2.7,2.8,.,.
CNc1c(NC(=O)c2ccc3c(c2)OCO3)c(=O)oc2ccccc12,0.9,-2.1,-17.5,1.1,10.2,-0.6,-2.5,-5.9,4.9
O=C(NCc1ccc(F)cc1)C(c1ccncc1)N(C(=O)c1csnn1)C1CC1 (centres undefined),2.7,6.2,-14.5,-8.7,14.1,7.9,-6.4,-10.3,1.8
Cc1cc2ccccc2nc1SCC(=O)NC1CCCC1,-0.4,-1.7,9.8,-2.8,-2.1,5.3,7.1,4.4,16.3
COc1ccc(OCc2cc(C(=O)N(C)C3CCOC3)no2)c(Cl)c1 (centres undefined),-0.3,-6.0,2.0,0.9,-20.1,3.9,7.2,-23.8,3.8
CC1CC(C)CN(C(=O)COC(=O)c2cc(S(=O)(=O)N3CCOCC3)ccc2F)C1 (centres undefined),-1.1,4.7,15.0,-0.4,-23.3,-2.1,-1.7,-18.0,0.1
COc1cc(C)ccc1Oc1ncnc(N)c1[N+](=O)[O-],-2.3,-4.0,-31.5,-1.9,8.6,0.1,8.9,-7.6,-0.5
CCOc1ccc(C(C)=O)cc1COc1cccnc1[N+](=O)[O-],-0.4,1.3,8.7,-0.6,2.6,-4.5,3.6,-16.8,-1.1
COc1cc(C(=O)Nc2cccc(S(=O)(=O)NCc3ccco3)c2)cc(OC)c1OC,-0.6,-17.7,-6.3,2.4,1.3,-4.7,5.0,39.5,8.9
CC1=CC(C)(C)Nc2ccc(OS(=O)(=O)c3ccc(C)cc3)cc21,4.6,-4.4,-20.1,0.6,10.0,-5.8,-0.2,17.6,5.4
COc1ccc(C(=O)c2[nH]c(N)c(C(=O)NCCc3c[nH]c4ccccc34)c2-c2ccc(Cl)cc2)cc1,.,-4.9,.,3.7,22.2,5.3,10.2,0.0,7.0
CCOC(=O)C1(CCCc2ccccc2)CCN(C(=O)CN2CCOC2=O)CC1,0.3,-6.3,8.8,0.8,15.7,-0.7,3.6,8.8,2.0
Cc1cc(NC(=O)C2=C(O)c3ccccc3S(=O)(=O)N2C)no1,-1.2,-4.2,42.4,0.6,16.1,5.7,0.3,-9.9,-0.2
Cc1cccc(NC(=O)CN2C(=O)N/C(=C/c3ccc(C)s3)C2=O)c1,16.3,-3.4,-21.4,0.5,-10.3,0.9,-2.7,3.6,1.0
O=C(NC1CCCC1)c1ccc(CSCc2ccccc2F)o1,-1.6,-2.6,35.4,-3.1,-5.7,4.0,-3.2,3.2,14.1
O=S(=O)(c1ccccc1)c1ncc(C(F)(F)F)cc1Cl,1.8,11.6,-34.2,-4.6,-9.0,1.0,-14.8,5.6,0.1
O=C(COc1ccc(S(=O)(=O)N2CCOCC2)cc1)Nc1ccc(Br)cc1,0.3,-3.1,-2.2,4.8,9.6,-8.2,6.6,43.5,11.2
Cc1ccc2cc(/C=N/NC(=O)c3ccc(F)cc3)c(Cl)nc2c1,-1.3,-7.2,8.3,-0.6,15.9,-4.5,20.2,-29.4,0.4
COc1ccc(NC(=O)CSc2nnc(-c3ccccc3)n2Cc2ccco2)cc1OC,-1.8,-1.2,-18.6,2.4,7.5,-3.5,4.3,1.6,5.2
C(=C\c1ccccc1)/CN1CCN(C(c2ccccc2)c2nnnn2C2CCCCC2)CC1 (centres undefined),.,-22.1,.,-8.0,2.7,-10.9,22.9,-17.0,-1.8

Reformatted: 2 of the compounds above
Values run as follows: CRFR2-BP ag	M5 PAM	CRFR2-BP antag	CHRM5 agonist	M1 PAM parental	M4 PAM	M5 antag	TAAR1 antag	TAAR1 ag
> COc1ccc(OCc2cc(C(=O)N(C)C3CCOC3)no2)c(Cl)c1 (centres undefined)
    -0.3	-6.0	2.0	0.9	-20.1	3.9	7.2	-23.8	3.8
> CC1CC(C)CN(C(=O)COC(=O)c2cc(S(=O)(=O)N3CCOCC3)ccc2F)C1 (centres undefined)
    -1.1	4.7	15.0	-0.4	-23.3	-2.1	-1.7	-18.0	0.1

Continued.
structure,CRFR2-BP ag,M5 PAM,CRFR2-BP antag,CHRM5 agonist,M1 PAM parental,M4 PAM,M5 antag,TAAR1 antag,TAAR1 ag
CC1(C)CC(=O)C2=C(C1)OC1=C(C(=O)CC(C)(C)C1)C2c1cccc([N+](=O)[O-])c1,-6.7,1.4,-4.2,-3.5,-5.3,-4.1,-5.4,-17.4,6.9
O=C(COn1nnc2ccc(Cl)cc21)NC12CC3CC(CC(C3)C1)C2,0.6,5.4,-9.9,-4.7,26.0,5.3,-13.1,11.8,8.4
COc1ccc(S(=O)(=O)N2CCCC(C(=O)Nc3ccc(OC)c(OC)c3)C2)cc1 (centres undefined),-0.7,-12.1,-11.8,2.1,14.2,-10.2,10.3,18.5,7.4
CCOC(=O)N1CCC(N2C(=O)c3ccc(C(=O)O)cc3C2=O)CC1,0.1,21.1*,43.2,-3.3,-5.4,4.1,-4.1,-2.4,10.7
CCNC(=O)C(=O)Nc1ccc(OC)c(Cl)c1,0.1,-2.7,-5.3,0.2,2.7,-3.8,5.5,7.5,1.8
Cc1ncc(C[n+]2csc(CCO)c2C)c(N)n1,-0.5&0.8,2.0&-3.4,-3.8&-29.6,-0.8&5.6,10.5&22.0,8.7&0.7,3.1&4.0,-4.6&9.7,-0.1&1.4
Cc1ccc(NC(=O)c2cccc(S(C)(=O)=O)c2)cc1,-3.5,-0.8,9.4,2.0,15.3,-0.4,12.0,-16.9,8.2
CC(O)C1CCC2C3CCC4CC(O)CCC4(C)C3C(=O)CC12C (centres undefined),1.1,-5.6,-0.9,4.2,2.9,1.5,5.5,-3.6,5.4
CC(=O)c1ccc(NC(=O)CSCCO)cc1,-0.2,-3.6,0.7,0.7,23.0,5.3,1.4,16.7,-0.1
CC(Cc1ccccc1)NC(=O)/C=C/c1ccc([N+](=O)[O-])cc1 (centres undefined),-3.7,-17.6,32.5,-6.7,18.3,0.2,12.0,-5.3,7.6
O=C(CSc1nnc(-c2ccccc2)n1Cc1ccco1)Nc1ccc2c(c1)OCCO2,-0.8,3.3,2.1,1.6,-6.9,6.1,-3.7,6.9,7.1
CCN(C(=O)COC(=O)c1ccco1)c1cccc2ccccc12,-0.2,0.1,-1.1,2.5,4.5,3.6,-2.6,3.6,2.7
CC(C)CN(CC(C)C)C(=O)COn1nnc2ccc(S(=O)(=O)N3CCOCC3)cc21,5.0,-3.4,5.7,-3.6,5.1,17.9,19.4,-13.9,5.0
O=C(NCc1nc2ccccc2[nH]1)C1=C[C@H](C2CC2)C[C@H](OCc2ccc(CO)cc2)O1,-2.7,-1.4,-3.4,-0.3,8.4,-1.2,12.9,18.1,13.8
NC(=O)c1ccc(SCC(=O)OCC(=O)NC2CCCCCCC2)c([N+](=O)[O-])c1,0.6,-7.1,-1.6,-2.9,7.1,7.5,11.8,32.0,4.3
COc1cc(SC)ccc1C(=O)Nc1cc(C)ccn1,-2.5,0.3,-13.3,-2.0,8.2,2.4,1.7,2.1,18.6
CCN(CC)S(=O)(=O)c1cccc(NC2=NCC(C)S2)c1 (centres undefined),1.8,0.1,-18.6,-15.8,-8.3,-6.3,-1.4,-6.1,1.4
Cc1ccc(OCCCCCCN2CCNCC2)cc1,1.1,3.6,4.8,-1.7,-11.0,-6.2,8.7,-11.3,2.8
COc1ccccc1/C=N/NC(=O)CC(=O)NC1CCCCC1,1.0,13.7,1.6,4.0,13.6,6.4,-8.4,2.7,0.9
Cc1ccccc1OCCOC(=O)c1cc(S(=O)(=O)N2CCCCC2)ccc1N1CCOCC1,7.3,-17.1,-15.2,-3.6,4.1,-5.4,13.1,28.1,2.9
Cc1nc2ccccn2c1C(=O)CSc1ccccc1,-1.0,-6.0,-21.9,9.8,17.4,5.2,12.4,17.7,9.0
O=C(O)/C(=C\c1ccc2ccccc2c1)c1cccc2ccccc12,-4.0,5.5,40.6,4.2,1.8,-1.7,-2.9,-27.2,1.1
CC(=O)N1c2ccc(S(=O)(=O)NCC3CCC(C(=O)N(C)Cc4ccccc4)CC3)cc2CC1C (centres undefined),0.7,-4.9,-5.9,0.6,20.3,-9.0,11.1,0.5,3.4
CCOC(=O)/C(=C/c1ccc(OC)cc1)NC(=O)c1ccco1,2.8,-1.3,-9.7,-1.3,-5.0,10.5,3.4,-6.5,0.3
Nc1nnc(CC2=CCCCC2)s1,-1.2,2.6,-1.7,3.8,11.6,2.2,-10.3,-9.1,7.8
COc1ccccc1Cc1c(-c2cccc(Br)c2)nc2ccc(Cl)cn12,.,-7.2,.,0.3,12.4,2.8,-3.2,-19.3,0.1
Cc1cc(C)n(-c2nnc(NC(C)(C)C)nn2)n1,0.0,1.1,6.9,-0.7,-7.8,4.2,-1.9,-2.3,0.1
CCCCNC(=O)CCCn1c(=S)[nH]c2cc3c(cc2c1=O)OCO3,-0.1,-1.4,-18.0,-0.5,15.3,5.9,-1.0,-19.4,8.4
CC1(C(=O)NS(=O)(=O)c2ccccc2)CCN1C(=O)Cc1ccccc1Cl (centres undefined),.,0.8,.,0.3,18.4,6.0,-1.6,5.9,3.1
CC1=C(C(=O)OC2CCC(C)CC2)C(c2ccc(O)c([N+](=O)[O-])c2)NC(=O)N1 (centres undefined),1.0,-6.8,7.7,4.3,6.7,0.1,-11.5,-35.4,2.5
Cc1cccc(NS(=O)(=O)c2ccc3c(c2)NC(=O)CO3)c1C,1.2,-0.8,5.6,-3.8,-12.5,-4.4,10.0,-3.1,2.1
COc1ccccc1NS(=O)(=O)c1ccc2oc(SCC(=O)N3CCNC3=O)nc2c1,14.7,-37.6,-3.5,10.5,1.8,-9.8,6.7,45.2,34.8
CCN(CC)S(=O)(=O)c1ccc(N2CCOCC2)c(NC(=O)Cc2ccccc2F)c1,1.0,-2.2,-0.8,0.6,-8.1,-5.4,4.4,-3.9,3.8
CCn1c(C)nc2cc(C(=O)N/N=C/c3ccc(O)c(O)c3O)ccc21,7.6,6.4,7.2,0.4,-9.6,18.7,7.8,-0.7,1.0
